# NCI-60 one-dose screen, 48 h, at 10 µM unless noted. Numbers give growth in % (100 = growth as untreated, 0 = no growth, -100 = all killed).
# SK-MEL-2 – SK-MEL-2 melanoma; AID 1794763; 77,000 tested, 4.7% active
# SK-MEL-28 – SK-MEL-28 melanoma | 81,000 tested, 4.1% active | AID 1794761
# UACC-257 – UACC-257 melanoma | 78,000 tested, 4.4% active | AID 1794764
# SK-MEL-5 – SK-MEL-5 melanoma; 80,000 tested, 6.4% active
# LOX IMVI – LOX IMVI melanoma; 79,000 tested, 7.4% active
# MALME-3M – MALME-3M melanoma; 78,000 tested, 5.8% active
# HS 578T – HS 578T breast cancer; AID 1794788; 78,000 tested, 4.1% active
# UACC-62 – UACC-62 melanoma | 81,000 tested, 5.4% active | AID 1794756
# Active calls of the source: *; / = no result given; & = joins results of further samples. The calls were made as follows: active = growth percent below 10; inactive = the rest.
SMILES,SK-MEL-2,SK-MEL-28,UACC-257,SK-MEL-5,LOX IMVI,MALME-3M,HS 578T,UACC-62
O=C(Nc1cccc(-n2ccc3c(NC(=O)c4ccccc4)nccc32)c1)c1cc(N2CCOCC2)cc(C(F)(F)F)c1,-4.8*,38,32,-75*,9.5*,32,/,18
OC(CN1CCOCC1)c1ccccc1 (configuration not stated),101,114,98,102,95,116,75,102
COC(=O)C(C)CN1CCOCC1 (configuration not stated),102,107,132,107,100,102,117,109
CC(C#N)C(N)=O (configuration not stated),112,108,111,102,102,108,108,95
Cc1c(Cl)ccc2c(C(O)CBr)cc(-c3ccccc3)nc12 (configuration not stated),92,103,105,97,100,115,113,81
COC(=O)/C=C1/SC(=Nc2ccc([N+](=O)[O-])cc2)N(CCc2c[nH]c3ccccc23)C1=O,68,77,72,85,-9.3*,87,63,51
O=C1C=C(NCCNCCO)C(=O)c2ccccc21,94,121,100,57,42,53,103,67
COc1ccc(N=C(c2ccccc2)C2C(=O)c3ccccc3C2=O)cc1,41,74,94,71,75,103,87,63
O=c1[nH]c(NCc2ccccc2)nc2nc(Nc3ccc(NC(=S)Nc4ccccc4)cc3)nc(-c3ccc(O)cc3O)c12,98,91,40,113,101,103,88,83
O=C(CCc1cccs1)Nc1ncc(Cc2ccccc2)s1,111,114,98,100,97,105,116,80
CC1(C)CC[C@]2(C(=O)O)CC[C@]3(C)C(=CCC4[C@@]5(C)C[C@@H](O)[C@@H]6OC(c7cc(F)cc(F)c7)OC[C@@]6(C)C5CC[C@]43C)C2C1 (some centres not stated),94,77,79,72,49,53,81,75
O=[N+]([O-])c1ccc(-c2nc(N(CCO)CCO)c3ccccc3n2)o1,-63*,-65*,-36*,-99*,-66*,-74*,-42*,-72*
CCCCCCCCc1ccc(C(=O)Nc2cccc(CP(=O)(O)O)c2)cc1,100,101,97,99,98,102,111,91
CCOC(OCC)c1nc(N)nc(N)c1-c1ccc(Cl)cc1,137,102,97,96,106,109,104,95
NC(=O)NCCCC(N)C(=O)O (configuration not stated),95,99,102,113,68,93,106,102
CC(=O)OC[C@@]1(C)C2CC[C@]3(C)C(CC=C4C5CC(C)(C)CC[C@]5(C(=O)Nc5ccc(F)cc5)CC[C@]43C)[C@@]2(C)C[C@@H](OC(C)=O)[C@@H]1OC(C)=O (some centres not stated),33,59,27,8.2*,11,58,85,30
CC(=O)Nc1ccc2c(c1)CN1C(=O)c3ccccc3C1=N2,107,113,119,100,102,/,118,/
COc1ccc(NC(=O)CSc2nc(C)c(C(C)=O)n2-c2ccc([N+](=O)[O-])cc2)cc1,89,90,98,91,90,91,95,73
O=S(=O)(OCC(COS(=O)(=O)c1ccccc1)(OS(=O)(=O)c1ccccc1)OS(=O)(=O)c1ccccc1)c1ccccc1,117,92,104,102,105,97,93,94
COC(=O)c1ccc(NC(=O)Nc2ccc(C(=O)OC)cc2)cc1,88,102,104,102,98,123,93,82

# Twelve entries from above, set out differently.
mol	SK-MEL-2	SK-MEL-28	UACC-257	SK-MEL-5	LOX IMVI	MALME-3M	HS 578T	UACC-62
O=c1[nH]c(NCc2ccccc2)nc2nc(Nc3ccc(NC(=S)Nc4ccccc4)cc3)nc(-c3ccc(O)cc3O)c12	98	91	40	113	101	103	88	83
O=C(CCc1cccs1)Nc1ncc(Cc2ccccc2)s1	111	114	98	100	97	105	116	80
CC1(C)CC[C@]2(C(=O)O)CC[C@]3(C)C(=CCC4[C@@]5(C)C[C@@H](O)[C@@H]6OC(c7cc(F)cc(F)c7)OC[C@@]6(C)C5CC[C@]43C)C2C1 (some centres not stated)	94	77	79	72	49	53	81	75
O=[N+]([O-])c1ccc(-c2nc(N(CCO)CCO)c3ccccc3n2)o1	-63*	-65*	-36*	-99*	-66*	-74*	-42*	-72*
CCCCCCCCc1ccc(C(=O)Nc2cccc(CP(=O)(O)O)c2)cc1	100	101	97	99	98	102	111	91
CCOC(OCC)c1nc(N)nc(N)c1-c1ccc(Cl)cc1	137	102	97	96	106	109	104	95
NC(=O)NCCCC(N)C(=O)O (configuration not stated)	95	99	102	113	68	93	106	102
CC(=O)OC[C@@]1(C)C2CC[C@]3(C)C(CC=C4C5CC(C)(C)CC[C@]5(C(=O)Nc5ccc(F)cc5)CC[C@]43C)[C@@]2(C)C[C@@H](OC(C)=O)[C@@H]1OC(C)=O (some centres not stated)	33	59	27	8.2*	11	58	85	30
CC(=O)Nc1ccc2c(c1)CN1C(=O)c3ccccc3C1=N2	107	113	119	100	102	/	118	/
COc1ccc(NC(=O)CSc2nc(C)c(C(C)=O)n2-c2ccc([N+](=O)[O-])cc2)cc1	89	90	98	91	90	91	95	73
O=S(=O)(OCC(COS(=O)(=O)c1ccccc1)(OS(=O)(=O)c1ccccc1)OS(=O)(=O)c1ccccc1)c1ccccc1	117	92	104	102	105	97	93	94
COC(=O)c1ccc(NC(=O)Nc2ccc(C(=O)OC)cc2)cc1	88	102	104	102	98	123	93	82

# Next part
SMILES,SK-MEL-2,SK-MEL-28,UACC-257,SK-MEL-5,LOX IMVI,MALME-3M,HS 578T,UACC-62
Cc1cc2c(C(C)C)c(O)c(O)c(C=Nc3cccc(C(F)(F)F)c3)c2c(O)c1-c1c(C)cc2c(C(C)C)c(O)c(O)c(C=Nc3cccc(C(F)(F)F)c3)c2c1O,102,95,97,99,77,91,66,96
CSc1nc(Nc2ccc(C(C)=O)cc2)c(C#N)c(-c2cccc([N+](=O)[O-])c2)n1,118,111,110,97,100,110,101,94
O=C(N/N=C/c1cc(Cl)ccc1O)C(=O)N/N=C/c1cc(Cl)ccc1O,109,93,70,56,48,80,/,65
COC(=O)c1sccc1-c1cc(O)c(C(=O)Nc2ccccc2)s1,104,110,92,102,97,84,103,91
COc1ccc(-c2cn(Cc3ccc4c(Br)cc(Br)c(O)c4n3)nn2)cc1,101,96,88,99,49,83,109,96
COc1ccc(C2=C(c3cn(C)c4ccccc34)C(=O)OC2)cc1OC,34,70,80,16,50,35,23,27
O=C(Nc1ncc(Cc2ccccc2Cl)s1)c1ccc2nnsc2c1,93,98,91,95,55,89,94,39
O=C1C2=C(CCCC2)C(=O)c2ccccc21,91,121,92,64,64,89,117,104
C=C1C(=O)O[C@H]2[C@H]1CC/C(C=Nc1c(N)cc(C(F)(F)F)cc1C(F)(F)F)=C\CC[C@@]1(C)O[C@@H]21,-39*,-17*,/,-44*,-88*,/,17,-57*
COc1ccc(/C(=N/NC(N)=O)C(OC)OC)cc1,106,99,104,110,99,93,107,109
CN(Cc1ccc(C(F)(F)F)cc1)CC(O)C(=O)Nc1ccc(Cl)cc1 (configuration not stated),-48*,86,1.8*,8.4*,-85*,13,52,30
Nc1ccc(-c2csc(-c3ccc(Br)cc3)n2)cc1,102,99,77,102,105,105,103,91
COc1ccccc1NCc1cccn1Cc1ccc(Cl)cc1,105,102,90,100,91,101,99,81
Cn1c(=O)c2[nH]c(COc3ccccc3)nc2n(C)c1=O,102,111,123,105,98,140,102,94
Cc1cc(C)c(C(=O)O)c(C)c1Br,97,118,99,97,98,98,106,91
Cc1ccc(O)c(C(=O)c2ccccc2)c1,107,110,96,105,99,130,108,97
COc1cc(F)c(-c2nc3c(C)cccc3n2Cc2c(F)cccc2F)c(F)c1,94,99,76,86,88,79,92,65
COc1ccc(-n2nc[nH]c2=O)cc1,102,105,97,107,/,88,107,95
O=C(COc1ccc(/C=C2\C(=O)Nc3cc(Cl)ccc32)cc1)Nc1ccc(Cl)cc1,96,79,78,73,45,99,79,25
CN1c2ccccc2C(C)(C)C12C=Cc1cc(O)ccc1O2 (configuration not stated),57,65,57,43,47,69,-7.7*,30
O=C(CCc1nnc2sc(/C=C/c3ccccc3)nn12)c1nc2ncccc2[nH]1,103,116,111,93,97,100,79,98
NC(c1ccccc1)S(=O)(=O)O (configuration not stated),108,124,91,96,96,107,108,105
C#CC#CC#CC#CC#CC#CC#CC#CC[C@@H]1OC[C@H](COC(=O)O[C@@H](C(=O)O[C@H]2C[C@@]3(O)[C@@H](OC(=O)c4ccccc4)[C@@H]4[C@]5(OC(C)=O)CO[C@@H]5C[C@H](O)[C@@]4(C)C(=O)[C@H](OC(C)=O)C(=C2C)C3(C)C)[C@@H](NC(=O)c2ccccc2)c2ccccc2)O1,44,52,56,49,34,44,5.4*,35
Cc1cc2c(C(C)C)c(O)c(O)c(C=NCCCCCC(=O)O)c2c(O)c1-c1c(C)cc2c(C(C)C)c(O)c(O)c(C=NCCCCCC(=O)O)c2c1O,64,85,/,69,74,86,44,87
CCc1ccc(C2=NN(c3ccc(S(N)(=O)=O)cc3)C(c3ccc(Cl)cc3)C2)cc1 (configuration not stated),97,103,100,96,101,107,120,89
COc1ccc(Cn2c(=O)[nH]c(=O)n(Cc3ccc(C(=O)O)cc3)c2=O)cc1,118,110,/,103,100,107,103,102
COC(=O)c1ccccc1C,102,98,103,102,97,101,92,99
OC1C=CC2C3C=CC(C3)C12 (configuration not stated),95,106,/,105,98,104,109,112
S=C(SSC(=S)N1CCOCC1)N1CCOCC1,/,106,64,73,79,101,98,69
C=C(C)C1CCC(C(=O)O)CC1 (configuration not stated),119,/,110,105,100,99,108,94
COC(=O)CCC(C)C1CCC2C3CCC4CC5CCC4C3(CO5)C(=O)C(Br)C12C (configuration not stated),116,97,94,111,/,89,99,92
CC1(C)C2CC=C(C=C(C#N)C#N)C1C2 (configuration not stated),106,/,107,98,97,111,101,96
Clc1cc(Cl)cc(-c2ccc(-c3ccc(/C=N/NC4=NCCN4)cc3)s2)c1,101,97,103,88,/,98,82,68
COc1ccc(-n2c(=O)n(-c3nc4ccc(F)cc4s3)c(=O)c3ccccc32)cc1,110,125,98,104,95,105,/,94
CCCCN(CCCC)CC(O)c1cc2ccccc2c2cc(Br)ccc12 (configuration not stated),103,92,83,93,84,89,82,72
Cc1ccc(-c2c3c(C)nn(-c4ccccc4)c3nc3nc(C)[nH]c(=O)c23)cc1,121,99,/,102,100,100,95,105
O=c1oc2c(cnc3ccccc32)cc1Sc1ccccc1,109,108,99,99,93,92,98,93
COc1ccc(C2[C@@H](c3ccccc3)C(=O)N2c2cc(OC)c(OC)c(OC)c2)cc1F (some centres not stated),2.7*,64,21,-16*,19,69,31,15
CCCCN(C(=O)CCC)c1ccccc1,/,111,116,106,106,/,110,98
CC(=O)OCC(=O)[C@@]1(O)CC[C@H]2[C@@H]3C[C@H](F)C4=CC(=O)CC[C@]4(C)[C@H]3C(=O)C[C@@]21C,95,105,103,108,97,/,123,96
CC(=O)COc1ccc(Cl)cc1Cl,113,113,112,100,95,/,117,97
O=c1c(C=Nc2ccc(Cl)cc2)c(O)n(-c2ccc(Cl)cc2)n1-c1ccc(Cl)cc1,106,85,77,74,19,91,87,36
CC(=O)N1N=C(c2ccc(F)cc2)CC1c1sc(N(C)Cc2ccccc2)nc1Cl (configuration not stated),96,114,118,103,96,102,109,81
C/C(=N\Nc1nc(-c2ccc(Cl)cc2)cs1)c1nnn(-c2ccc(C(=O)O)cc2)c1C,115,101,102,99,104,102,118,108
O=C(C[n+]1cccc2cc[nH]c21)c1ccc(Br)cc1,97,98,97,92,86,92,92,87
CN1CCN(C(=O)Oc2cc3c(c4ccccc24)[C@H](CCl)CN3C(=O)c2cc3cc(OCCCN4CCC4)ccc3[nH]2)[C@@H]2CSSC[C@H]21,-84*,-40*,-21*,-74*,-62*,-55*,-12*,-82*
CCOC(=O)COc1ccc(C(CC)C(CC)c2ccc(OCC(=O)OCC)cc2)cc1 (configuration not stated),101&108,109&107,79&96,99&104,98&101,96&100,99&121,93
Cn1cc(-c2nn3cc(-c4ccc(C(F)(F)F)cc4)nc3s2)c2ccccc21,99,104,109,100,97,101,107,96
O=C(CSc1nnc(-c2ccncc2)n1-c1ccccc1)c1ccc(Cl)cc1,93,92,100,84,104,96,92,73
COc1ccc(-n2cnc3c(sc4ncc(Br)cc43)c2=O)cc1,81,109,93,104,/,103,75,95
O=S(=O)(Nc1ccc(Cl)nn1)c1ccc(NC(=S)OCCO)cc1,112,108,112,100,92,106,101,91
Cn1ccc2c1CC1CN(Cc3ccccc3)C(=O)C1C2C(=O)O (configuration not stated),105,100,92,99,94,97,101,99
Clc1ccc(SCCSCCSc2ccc(Cl)cc2)cc1,109,102,105,101,101,104,104,98
CC(C)N(c1ccc(Cl)cc1)c1nc(-c2ccc([N+](=O)[O-])cc2)cs1,102,110,101,101,95,98,100,87
Cc1ccc(S(=O)(=O)OCCN(CCOS(=O)(=O)c2ccc(C)cc2)c2c[nH]c(=O)[nH]c2=O)cc1,/,102,91,101,104,117,140,100
O=S(=O)(Oc1ccc(Br)cc1)c1ccc(Cl)cc1,116,103,118,101,95,85,104,99
N#Cc1c(-c2ccco2)c(C#N)c(=O)n(-c2cccc(C(F)(F)F)c2)c1N,98,106,93,100,96,94,101,91
CCCCCCCNc1nc(C#N)ncc1-c1ccc(C(F)(F)F)cc1,95,110,115,98,/,110,109,107
CC1=C(C(=O)c2ccccc2)C(c2ccc3ccccc3c2)n2c(nc3ccccc32)N1 (configuration not stated),117,111,103,98,/,80,/,83
O=C(/C=C/C12c3ccccc3C(c3ccccc31)C1C(=O)N(c3ccc(C(=O)c4ccccc4)cc3)C(=O)C12)c1ccc(Br)cc1 (configuration not stated),102,34,84,86,81,47,66,73
COc1ccc(-c2cs/c(=N\N=C\c3ccc(Cl)cc3)n2C)cc1,102,96,82,80,99,97,100,80
OC(c1ccc(Cl)cc1)(c1ccc(Cl)cc1)C(F)(F)Cl,116,106,93,96,93,101,98,90

# Compound activity (PubChem)

# Compounds were not picked by outcome, and some 11% of all compounds hit somewhere here.
